# Assay outcomes (PubChem)
# SRC1 TRFRET art: TR-FRET detection interference compounds, primary screen, artefact control for PPARgamma SRC-1 recruitment agonists, biochemical, TR-FRET emission ratio; TR-FRET detection artefact counter-screen; active compounds read high; TR-FRET ratio at 8 µM; 99,000 compounds, 0.34% hits; in the data active = TR-FRET ratio above about 2300; note: inactives centre near 1800
# SRC3 TRFRET art: TR-FRET detection interference compounds, artefact control for PPARgamma SRC-3 recruitment agonists, biochemical, TR-FRET ratio; 99,000 compounds, 0.39% hits; TR-FRET artefact counter-screen, PPARgamma/SRC-3 format; active compounds read high; TR-FRET ratio at 8 µM; in the data active = TR-FRET ratio above about 2000; note: inactives centre near 1600
# An asterisk follows results filed as active.
SMILES,SRC1 TRFRET art,SRC3 TRFRET art
O=C(/C=C/c1ccc(Cl)c(Cl)c1)NC1=NCCS1,1790,1618
Cc1cc(-c2ccc(/C=N/n3cnnc3)o2)ccc1Cl,1808,1410
CCOC(=O)c1c(NC(=O)c2ccc(C)cc2)sc2c1CC(C)(C)NC2(C)C,1890,1512
CN(C)Cc1c(O)ccc2c(-c3ccccc3)cc(=O)oc12,1898,1594
Cc1ccc(NC(=S)/C(=C(\[O-])c2ccc(F)cc2)[n+]2ccccc2)cc1,1614,1401
CC1CN(C(=O)c2c(Br)cnn2C)CC(C)O1 (stereo not drawn),1568,1561
Cc1nc(-n2nnc(CO)c2CO)nc2c1CCC2,1728,1526
CC(Nc1ccc2c(c1)OCCO2)C(=O)N1c2ccccc2CC1C (stereo not drawn),1931,1706
C/C(CC(=O)Nc1cccc2c1CCCC2)=N\NC=O,1586,1530
COC(=O)CN1C(=O)N/C(=C/c2ccccc2OC)C1=O,1841,1355
Nc1nc(CSc2n[nH]c(-c3ccccc3)n2)nc(Nc2ccccc2)n1,1968,1620
CCc1ccc(CNC(=O)CN2C(=O)COc3ccccc32)cc1,1578,1370
O=C(Cn1cc([N+](=O)[O-])cn1)NCc1cc2ccccc2[nH]1,1882,1530
COc1ccc(CN2C(=S)NC(C)(C)CC2(C)O)cc1 (stereo not drawn),1727,1487
CSc1nc2ccc(NC(=O)C3CC(=O)N(Cc4ccco4)C3)cc2s1 (stereo not drawn),2304,1588
COc1ccc(C(C)NC(=O)c2cccc([N+](=O)[O-])c2)cc1OC (stereo not drawn),1792,1447
Cc1ccc2nc(-c3ccccc3)c(-c3ccccc3)nc2c1,1661,1660
COc1ccccc1Nc1nc(N)nc(CSc2nccn2C)n1,1592,1428
CSc1ccccc1NC(=O)CN(C)Cc1ccc(Br)cc1,1753,1728
CSc1ccccc1C(=O)NCc1cccnc1,1691,1663
CCOc1c(C(N)=O)cc([N+](=O)[O-])cc1[N+](=O)[O-],1771,1559
C=CCOC(=O)C(=O)/C=C/c1ccc2c(c1)Cc1ccccc1-2,1497,1552
CCCOc1ccc(OCCOCCNCc2ccccc2)cc1,1831,1660
O=C(Cc1ccccc1[N+](=O)[O-])Nc1ccccc1C(=O)N1CCCC1,1789,1771

# Sorted by length of the SMILES (falling): part of the list above.
SMILES,SRC1 TRFRET art,SRC3 TRFRET art
COc1ccc(C(C)NC(=O)c2cccc([N+](=O)[O-])c2)cc1OC (stereo not drawn),1792,1447
O=C(Cn1cc([N+](=O)[O-])cn1)NCc1cc2ccccc2[nH]1,1882,1530
COc1ccccc1Nc1nc(N)nc(CSc2nccn2C)n1,1592,1428

# Next results follow.
SMILES,SRC1 TRFRET art,SRC3 TRFRET art
CC1=C/C(=N\NC(=O)c2ccc(O)cc2)CC1,1814,1655
COc1ccc(CCNC(=S)NC(=O)c2ccc(Br)cc2)cc1OC,1822,1516
CSc1nnc([C@@H]2CCCN2C(=O)OC(C)(C)C)o1,1520,1578
Cc1ccc(OCC(=O)N(Cc2ccccc2)C(C)C)c([N+](=O)[O-])n1,1672,1545
S=C1NCN(C2CCCCC2)CN1Cc1ccccc1,1823,1485
Cc1ccc(SCC(=O)Nc2ccc(F)cc2[N+](=O)[O-])cc1C,1701,1609
COc1ccccc1NC(=O)C1(C)Cc2ccccc2C(=O)O1 (stereo not drawn),1809,1522
Cc1ccnc(N2CCC(C(=O)Nc3ccc4c(c3)CCC4)CC2)n1,1744,1423
Cc1ccc2nc(SCC(=O)Nc3c(F)cccc3F)[nH]c2c1,2088,1626
CCOC(=O)c1c(C)[nH]c(C)c1C(=O)CSc1nc2ccccc2c(=O)n1-c1ccc(Cl)cc1,1716,1860
O=C(CSc1nnc(-c2ccc(S(=O)(=O)N3CCCC3)cc2)o1)NCC1CCCO1 (stereo not drawn),1817,1476
O=C(CSc1nnc(-c2ccncc2)o1)c1cccc([N+](=O)[O-])c1,1855,1548
COc1ccc(/C=C/C(=O)c2cc(Br)ccc2OC(=O)c2ccco2)cc1OC,2149,1804
COc1ccc(/C=C/C(=O)Nc2ccc3c(c2)CCC3)cc1OC,1807,1454
Cc1cc(C(=O)N/N=C/c2ccc(N3CCOCC3)cc2)c(C)o1,1701,1309
CCc1ccc(NC(=O)C(C)OC(=O)c2ccc(NS(=O)(=O)c3ccc(C)c([N+](=O)[O-])c3)cc2)cc1 (stereo not drawn),1644,1454
Cc1ccc(NC(=O)/C=C/c2ccc3c(c2)OCO3)nc1,1655,1363
COc1cccc(-c2nnc(NC(=O)c3ccc4ncsc4c3)o2)c1,2001,1712
Cc1cc(C)cc(NC(=S)Nc2ccccn2)c1,1756,1364
CCn1c(N2CCN(S(=O)(=O)CC)CC2)nc2ccccc21,1795,1756
CC(C)Cn1c(N)c(C(=O)COC(=O)c2cccc(Cl)c2)c(=O)n(C)c1=O,1823,1594
Cc1ccc(S(=O)(=O)CCC(=O)Nc2ccc3nc(C)sc3c2)cc1,1972,1845
CN(C)S(=O)(=O)c1ccc(C(=O)Nc2nc(-c3cc4ccccc4o3)cs2)cc1,1866,1887
CCc1cc(C(=O)N2CCCC(C(=O)c3cccc4ccccc34)C2)n(C)n1 (stereo not drawn),1604,1522

# An excerpt from above in order of count of non-hydrogen atoms, highest first.
SMILES,SRC1 TRFRET art,SRC3 TRFRET art
CCc1ccc(NC(=O)C(C)OC(=O)c2ccc(NS(=O)(=O)c3ccc(C)c([N+](=O)[O-])c3)cc2)cc1 (stereo not drawn),1644,1454
CCOC(=O)c1c(C)[nH]c(C)c1C(=O)CSc1nc2ccccc2c(=O)n1-c1ccc(Cl)cc1,1716,1860
O=C(CSc1nnc(-c2ccc(S(=O)(=O)N3CCCC3)cc2)o1)NCC1CCCO1 (stereo not drawn),1817,1476
COc1ccc(/C=C/C(=O)c2cc(Br)ccc2OC(=O)c2ccco2)cc1OC,2149,1804
CCc1cc(C(=O)N2CCCC(C(=O)c3cccc4ccccc34)C2)n(C)n1 (stereo not drawn),1604,1522
CC(C)Cn1c(N)c(C(=O)COC(=O)c2cccc(Cl)c2)c(=O)n(C)c1=O,1823,1594
Cc1ccc(OCC(=O)N(Cc2ccccc2)C(C)C)c([N+](=O)[O-])n1,1672,1545
O=C(CSc1nnc(-c2ccncc2)o1)c1cccc([N+](=O)[O-])c1,1855,1548
Cc1ccc(SCC(=O)Nc2ccc(F)cc2[N+](=O)[O-])cc1C,1701,1609
CCn1c(N2CCN(S(=O)(=O)CC)CC2)nc2ccccc21,1795,1756
Cc1ccc(NC(=O)/C=C/c2ccc3c(c2)OCO3)nc1,1655,1363
S=C1NCN(C2CCCCC2)CN1Cc1ccccc1,1823,1485
Cc1cc(C)cc(NC(=S)Nc2ccccn2)c1,1756,1364

# Following part.
SMILES,SRC1 TRFRET art,SRC3 TRFRET art
COc1ccc(Cl)cc1C(=O)NNC(=O)CN1C(=O)C2CC=CCC2C1=O (stereo not drawn),1536,1548
O=C(Nc1nnc(C2COc3ccccc3O2)o1)c1ccc(F)cc1 (stereo not drawn),1902,1541
Cc1cc(C(=O)NNC2CC(=O)N(c3ccc4ccccc4c3)C2=O)c(C)o1 (stereo not drawn),1762,1473
CC1CC(C)CN(c2ncnc3c2cnn3-c2ccc(Cl)cc2)C1 (stereo not drawn),1760,1686
CN1CCN(C(=O)c2cc3c(s2)-c2ccccc2S(=O)(=O)C3)CC1,1813,1562
O=c1c2ccccc2nc(/C=C/c2cccnc2)n1Cc1ccccc1,1539,1539
CCOC(=O)c1c(C)[nH]c(C(=O)OCCOc2ccccc2C)c1C,1595,1783
COc1ccc(/C=C/c2cc(C(F)(F)F)[nH]c(=O)n2)cc1OC,1891,1583
Cc1ccc(NC(=O)c2ccc(C(C)(C)C)cc2)cc1-n1cnnn1,2117,1525
CC(=O)Nc1cc2ccccc2oc1=O,1792,1549
Cc1cc(=O)[nH]c(N/N=C/c2sccc2C)n1,1872,1636
CCc1nnc(NS(=O)(=O)c2ccc(Nc3ccc4nonc4c3[N+](=O)[O-])cc2)s1,1713,1574
CCOC(=O)c1cc(-c2ccccc2)nn1CCC#N,2081,1543
COc1ccccc1CNC(=O)c1ccc(-c2ccccc2C(F)(F)F)o1,1749,1402
O=C(NCCc1ccccc1)c1ccc2c(c1)N(Cc1ccccc1)C(=O)CS2=O (stereo not drawn),1730,1519
CC(=O)Nc1nc(SCC(=O)Nc2nnc(C)s2)[nH]c(=O)c1NC(=O)c1cccs1,2095,1594
Cc1cc(O)c(C2=Nc3ccccc3SC(c3ccc(Cl)cc3)C2)c(=O)o1 (stereo not drawn),1763,1569
O=C(N/N=C/C1=C(N2CCOCC2)C(=C\c2ccccc2)/CC1)Nc1ccccc1,1880,1624
O=C(Nc1ccc(Cl)cc1C(=O)NCc1cccnc1)c1ccc(Cl)cc1Cl,1834,1438
CCOC(=O)c1c(NC(=O)C2C3CCC(O3)C2C(=O)O)sc2c1CCCC2 (stereo not drawn),1701,1680
CCOC(=O)c1sc(SC)nc1N,1746,1373
COc1ccc(C2C(C(=O)c3ccccc3)=C(C)Nc3nc4ccccc4n32)c(OC)c1 (stereo not drawn),1800,1474
Cc1cccc(C)c1NC(=S)Nc1c(C)n(C)n(-c2ccccc2)c1=O,1821,1560
CCOc1ccc(NC(=S)N(CCc2c(C)[nH]c3ccc(C)cc23)Cc2cccnc2)cc1,1810,1652
Cc1ccc(OCCNC(=O)/C=C/c2ccccc2)cc1C,1804,1664
C=CCn1c(SCc2cc(=O)n3ccsc3n2)nc2ccccc2c1=O,1834,1501
COc1ccc(OC)c(/C=N/NC(=O)CCc2ccc(O)c(O)c2)c1,1794,1362
CCc1cccc2c(C(=O)CSc3nncn3-c3ccc(OC)cc3)c[nH]c12,1517,1520
C=CCn1c(SCC(=O)NC2CCS(=O)(=O)C2)nnc1-c1cc2c(s1)CCC(CC)C2 (stereo not drawn),1611,1388
CC(C)(C)C(=O)CSc1ncnc2sc3c(c12)CCC3,1385,1432
Cc1nn(C2CCS(=O)(=O)C2)c(Cl)c1/C=C/C(=O)OCC(=O)N(C)C (stereo not drawn),1714,1840
Cc1nn(CC(=O)Nc2ccc3c(c2)OCO3)c(C)c1[N+](=O)[O-],1916,1553
Cc1nc(N2CCN(c3ccccn3)CC2)c2c(C)c(C(=O)Nc3ccc(F)cc3F)sc2n1,1888,1747
CCOc1cc(OCC)cc(C(=O)Nc2cccc(C(C)=O)c2)c1,1780,1591
CC1CCCC(C)N1C(=O)COc1ccc(F)cc1 (stereo not drawn),1915,1668
COc1ccc(CNC[C@@H](CCCCN(C)Cc2ccc(OC)cc2)N2C[C@H](c3ccccc3)N(CCc3ccc(Cl)c(Cl)c3)C(=O)C2=O)cc1,1671,1573
COc1ccc(-c2csc(NS(=O)(=O)c3ccc([N+](=O)[O-])cc3)n2)cc1,1798,1590
CSCCC(NC(=O)c1ccccc1Br)C(=O)NCC1CCCCC1 (stereo not drawn),1830,1582
Cc1ccccc1NC(=O)c1snc2c(=O)[nH]cnc12,1802,1300
Cc1ccccc1NC(=O)Nc1nnc(CC(=O)NCc2ccccc2)s1,1915,1422
COC(=O)Cn1c(=NC(=O)c2ccc(OC)cc2)sc2cc(OC)ccc21,1682,1651
O=C(c1cccs1)N(Cc1ccco1)Cc1cc2ccccc2[nH]c1=O,1661,1692
NS(=O)(=O)c1ccc(N2C(=O)C3C4CC(C(Br)C4Br)C3C2=O)cc1 (stereo not drawn),2005,1685
CC1CCc2nc3ccccc3c(C(=O)OCC(=O)NC3CCS(=O)(=O)C3)c2C1 (stereo not drawn),1842,1310
Cc1ccc(-c2csc3nc(C)n(N)c(=O)c23)cc1,1771,1555
c1ccn2c(SCc3ccc4c(c3)OCCO4)nnc2c1,1619,1317
C=CCNCCOCCOc1ccc(Cl)cc1C(C)(C)C,1608,1502
O=c1c2cn[nH]c2[nH]c(=S)n1-c1cccc2ccccc12,2560*,2082*
NS(=O)(=O)c1ccc(NC(=O)CCCC(=O)O)cc1,1870,1625
O=C(COC(=O)C1CC2C=CC1C2)Nc1cccc(S(=O)(=O)N2CCCCC2)c1 (stereo not drawn),1860,1635
Cc1ccc(O)c(NC(=O)c2cc(-c3ccc(F)cc3)on2)c1,2001,1443
NC(=O)Cc1ncc(C(F)(F)F)cc1Cl,1903,1543
O=C(CSc1nnnn1C1CCCCC1)NCc1cccs1,1903,1576
CC(Sc1nc(O)c(-c2ccccc2)c(=O)[nH]1)C(=O)Nc1ccc(Cl)cc1 (stereo not drawn),2129,1656
Cc1ccc(-c2nnc(Oc3cccc(C)c3)c3ccccc23)cc1,1584,1518
CCN(CC)S(=O)(=O)c1ccc(S(=O)(=O)N2CCN(CCC#N)CC2)cc1,1970,1622
Cc1[nH]c(=S)[nH]c(=O)c1Cc1ccc(OCC(C)C)cc1,1596,1442
COC(=O)c1cc(NC(=O)c2cccs2)ccc1N1CCOCC1,1690,1475
Fc1ccc(OCCOCCOc2cccc3[nH]ccc23)cc1,1578,1336
O=C(COC(=O)c1ccccc1Br)NCCc1ccc(F)cc1,2015,1620

# Carrying on:
SMILES,SRC1 TRFRET art,SRC3 TRFRET art
CC(C)(C)c1ccc(C(=O)NCCCN2CCN(CCCNC(=O)c3ccc(C(C)(C)C)cc3)CC2)cc1,1782,1538
O=S(=O)(c1ccc(OCC2CO2)cc1)c1ccc(OCC2CO2)cc1 (stereo not drawn),1630,1543
COCCNc1nnc(SCC(=O)Nc2sc3c(c2C(=O)c2ccccc2)CCCC3)s1,1914,1641
Cc1cccc(N(CC(=O)NC(C)C)C(=O)c2ccc(N3CCCC3)nc2)c1,1631,1583
Cc1ccc(NC(=O)CSc2nnc(COc3ccccc3C)o2)cc1,1736,1612
C=CCn1c(C(CC)CC(C)(C)O)n[nH]c1=S (stereo not drawn),1781,1653
Cc1ccn(CCC(=O)N2CCCC(CCC(=O)N3CCN(c4ccccn4)CC3)C2)n1 (stereo not drawn),1263,1559
Cc1ccccc1/C=N/NC(=O)CSc1nc2ccccc2o1,1786,1463
COC(=O)c1cccc(NC(=S)N2CCN(c3ccccc3F)CC2)c1,1838,1342
CCCCc1nnc(NC(=O)C(C)Sc2nc(O)c(Cc3ccccc3)c(=O)[nH]2)s1 (stereo not drawn),1699,1634

# Not all compounds are listed; rates above refer to the full screens.
